A549 tox: counter-screen for Nrf2 inhibitors: cytotoxicity in A549 cells; Potency, µM (titrated, usually from 46 µM), inactives show at the highest dose activity change, negative = cytotoxicity, actives largely listed as inhibitors; A549 ARE-Fluc cells, CellTiter-Fluor viability, 18-24 h; 390,000 tested, 0.16% active; AID 504648; also: potency is read from the fitted curve at half-maximal effect; % is scaled to controls: 0 for no effect and ±100 for the full control effect
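A549 ARE_Fluc cells in 5% FBS OPTI-MEM were exposed to compounds in concentration-response for 18-24 h at 37 deg C. Viability was read by CellTiter-Fluor fluorescence (Ex 405/Em 525) after 30 min, before the luciferase read.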
TGFb SMAD3 inh: TGF-b pathway inhibition | AID 588855 | 410,000 tested, 1.2% active | HepG2 CAGA-GFP TGF-b/SMAD3 reporter, GFP fluorescence, 18 h; TGF-beta stimulated, 500 pg/mL final | Potency, µM (titrated, usually from 46.1 µM), inactives show top-dose activity, negative = inhibition, most hits filed as inhibitors; also: potency is read from the fitted curve at half-maximal effect; % is scaled to controls: 0 for no effect and ±100 for the full control effect; nearly all actives have a fitted effect of over 65% in size
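HEPG2 CAGA-GFP cells (1000/well, DMEM with 1% FBS) were pre-incubated 2 h at 37 degrees C, given compound by pin tool, then stimulated with TGF-beta at 500 pg/mL final for 18 h before per-cell GFP fluorescence imaging.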
IL-2 act: IL-2 activation; IL-2 activation reporter assay, cell-based qHTS; stimulated with anti-CD3/CD4/CD28 beads; in transgenic mouse T cells; activation, % (series mostly up to about 46 µM); 360,000 tested, 0.065% active; in the data active = activation above about 50%; inconclusive = mostly about 30% to 49%; also: 0% is about no effect
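Unstimulated transgenic mouse T cells preincubated 60 min with compound, then stimulated with anti-CD3/anti-CD4-coated beads plus anti-CD28 for 18 h at 37 degrees C. IL-2 response read as EGFP and DsRed fluorescence by plate cytometry.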
EPAC2 agonist: activates human EPAC2 exchange factor. Q8WZA2. 360,000 tested, 0.079% active. Potency, µM (series often up to 154 µM), for inactives: at the top dose activation, usual class: activators. EPAC2 activation, biochemical qHTS; response scale: 100% = 6.5 mM cAMP response; also: potency is read from the fitted curve at half-maximal effect; nearly all actives have a fitted effect of over 50% in size
Target sequence (Q8WZA2 whole entry, looked up): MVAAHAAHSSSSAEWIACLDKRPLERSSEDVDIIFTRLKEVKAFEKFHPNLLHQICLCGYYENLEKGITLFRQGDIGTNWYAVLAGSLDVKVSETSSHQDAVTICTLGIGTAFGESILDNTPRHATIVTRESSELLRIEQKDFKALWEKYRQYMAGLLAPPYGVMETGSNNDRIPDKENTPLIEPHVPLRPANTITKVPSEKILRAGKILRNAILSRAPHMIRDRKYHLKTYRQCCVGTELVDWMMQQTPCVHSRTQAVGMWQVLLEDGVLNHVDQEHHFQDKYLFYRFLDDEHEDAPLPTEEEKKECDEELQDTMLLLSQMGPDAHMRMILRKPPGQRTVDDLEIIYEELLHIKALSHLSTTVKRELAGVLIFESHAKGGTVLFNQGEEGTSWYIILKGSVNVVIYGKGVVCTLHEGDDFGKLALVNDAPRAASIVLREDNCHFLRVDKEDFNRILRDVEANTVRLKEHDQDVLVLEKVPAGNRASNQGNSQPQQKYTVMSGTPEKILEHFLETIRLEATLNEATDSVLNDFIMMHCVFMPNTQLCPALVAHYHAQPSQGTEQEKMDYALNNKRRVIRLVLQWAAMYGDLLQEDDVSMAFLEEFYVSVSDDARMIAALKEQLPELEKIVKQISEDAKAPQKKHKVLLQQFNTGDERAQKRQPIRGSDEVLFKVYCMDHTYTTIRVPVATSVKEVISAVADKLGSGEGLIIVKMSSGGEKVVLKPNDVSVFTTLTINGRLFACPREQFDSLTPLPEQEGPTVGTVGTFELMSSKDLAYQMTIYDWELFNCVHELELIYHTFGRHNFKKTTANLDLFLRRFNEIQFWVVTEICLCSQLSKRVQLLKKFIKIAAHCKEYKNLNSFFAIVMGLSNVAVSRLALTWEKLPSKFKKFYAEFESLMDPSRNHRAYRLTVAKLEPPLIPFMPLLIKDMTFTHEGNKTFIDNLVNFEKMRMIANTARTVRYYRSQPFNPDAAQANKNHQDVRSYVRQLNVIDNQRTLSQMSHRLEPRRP
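Compounds were added across a concentration range to EPAC2 (100 nM), RAP1B-BODIPY-GDP (250 nM) and GDP (50 uM). After 5 min at room temperature, fluorescence was recorded at 5-min intervals for 30 min.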
HepG2 tox: kills HepG2 cells in TGF-b inhibitor counter-screen | HepG2 CAGA-GFP viability, ATP luminescence, 18 h | Potency, µM (series often up to 46.1 µM), without a hit: at the highest dose activity change, negative = cytotoxicity, most hits filed as cytotoxic | 410,000 tested, 0.76% active; also: potency is read from the fitted curve at half-maximal effect; some results filed as inactive show a strong effect at the top dose
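CellTiter-Glo luminescence gave cytotoxicity after 18 hours at 37 degrees C. The cells were HepG2 CAGA-GFP in 1% FBS DMEM, stimulated with 500 pg/mL TGF-beta after compound addition. %Activity was normalised to no-cell wells (complete cell-killing) and DMSO (no toxicity), and curves were fitted and classified.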
ATXN viability: reduces viability in counter-screen for ATXN expression inhibitors; S2 cells (HEK-293 line with an ATXN2-luciferase reporter) viability, CellTiter-Fluor protease fluorescence, 24 h; Potency, µM (series often up to 56.7 µM), most hits filed as cytotoxic; 400,000 tested, 0.49% active; AID 651635; also: potency is read from the fitted curve at half-maximal effect; nearly all actives have a fitted effect of over 40% in size
Nrf2 block: blocks Nrf2 signaling; AID 504444; 360,000 tested, 2.1% active; A549 ARE-Fluc reporter, luciferase luminescence, 18-24 h; Potency, µM (highest dose often 46 µM), for inactives: top-dose activity change, negative = inhibition, usual class: inhibitors; also: potency is read from the fitted curve at half-maximal effect; % is scaled to controls: 0 for no effect and ±100 for the full control effect; nearly all actives have a fitted effect of over 60% in size
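Nrf2 activity is the BugLite luminescence, read 15 min after reagent at room temperature, following CellTiter-Fluor cytotoxicity readout (30 min, 37C). Compound titrations were applied for 18-24 h to 5000 A549 ARE_Fluc cells/well in 5% FBS OPTI-MEM.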
Nrf2 ARE act: activators of Nrf2 (ARE) signaling; Potency, µM (doses to about 46.1 µM), inactives show at the highest dose activation, most hits filed as activators; AREc32 ARE-luciferase reporter (MCF7-derived line), luminescence, 24 h; 410,000 tested, 0.31% active; also: potency is read from the fitted curve at half-maximal effect; % of control where 0% means no effect; nearly all actives have a fitted effect of over 65% in size
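Steps: seed AREc32_Fluc cells (1000/well, 5% FBS OPTI-MEM); incubate overnight at 37 deg C; add 23 nL compound; incubate 24 hr; add Steady-Glo; hold 30 min RT; read luminescence.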
ATXN2 expr inh: ATXN2 expression inhibition. HEK-293 ATXN2-luciferase reporter, luminescence, 24 h. Potency, µM (top dose mostly 57 µM), inactives show at the top dose activity change, negative = inhibition, most hits filed as inhibitors. 360,000 tested, 0.72% active. AID 1745845; also: potency is read from the fitted curve at half-maximal effect; % is scaled to controls: 0 for no effect and ±100 for the full control effect; nearly all actives have a fitted effect of over 55% in size
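ATXN2-luciferase reporter cells (luciferase flanked by upstream and downstream ATXN2 gene portions) were treated 24 h at 37 °C with compounds at up to 57 uM. SteadyGlo luminescence gave expression; GF-AFC fluorescence gave viability.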
An asterisk follows results filed as active; i = inactive; ? = inconclusive; · = not tested or not shown; & = joins results of further samples; [ ] = remark or other dose. Unless noted, calls follow the shape of the dose curve; as a rule, active = well fitted curve in the direction sought with a large enough effect; inconclusive = small, poorly fitted or top-dose-only effect, or another doubt; inactive = no such curve, though single readings can be large; an effect the other way counts as inactive or inconclusive.

| smiles | A549 tox | TGFb SMAD3 inh | IL-2 act | EPAC2 agonist | HepG2 tox | ATXN viability | Nrf2 block | Nrf2 ARE act | ATXN2 expr inh |
| --- | --- | --- | --- | --- | --- | --- | --- | --- | --- |
| COC(=O)c1ccc(C2C(C(=O)c3ccc(C)o3)=C(O)C(=O)N2c2cc(C)on2)cc1 (stereo not given) | -18.1% | -5.1% | 0.1 | -11.3% | -10.4% | i | -20.0% | 2.1% | -8.6% |
| OC[C@@H]1CN(Cc2ccc(-c3ccccc3)cc2)C[C@H](n2cnc3c(NCc4ccc(F)cc4)ncnc32)O1 | · | ? | -0.8 | 6.8% | -16.4% | ? | · | 0.1% | ? |
| O=C(C1CCCN(S(=O)(=O)c2ccccc2)C1)N1CCN(c2ccccc2)CC1 (stereo not given) | 1.1% | 8.7% | 0.0 | 7.1% | -9.8% | i | -5.0% | 0.1% | -25.8% |
| CCN(CCn1cccn1)C(=O)CC1C(=O)NCCN1Cc1cccc(OC)c1OC (stereo not given) | -10.9% | -0.6% | 0.3 | 3.0% | -1.6% | i | 8.5% | 0.4% | · |
| Cc1ccccc1NC(=O)NC1(C(=O)NCCCN2CCOCC2)CCCCC1 | -4.0% | -0.7% | -0.1 | 5.0% | -11.7% | i | -0.2% | -0.6% | 11.8% |
| CCOC(=O)/C(C#N)=C/c1cn(CCOc2ccccc2)c2ccccc12 | 2.1% | -4.6% | -3.0 | 2.2% | -0.1% | i | 21.1% | 4.8% | 2.3%[11.3 µM] |
| COc1cc(NC(=O)c2ccc(Br)o2)ccc1NC(=O)C(C)C | 1.5% | -9.5% | 2.3 | 4.2% | -0.8% | i | -4.3% | 5.0% | 8.3% |
| Cc1ccc(-n2c(SCC(=O)Nc3cc(C)on3)nc3ccccc3c2=O)cc1 | -1.4% | 1.2% | 3.2 | 1.7% | -13.7% | i | -6.6% | -0.5% | 7.0% |
| Cc1ccccc1-c1nc(SCc2cccnc2)c2c(=O)n(C)c(=O)n(C)c2n1 | -0.6% | 9.7% | -0.5 | -2.9% | -2.4% | i | 8.8% | -0.4% | -11.5% |
| O=c1c(-c2ccc(O)cc2)coc2cc(O)ccc12 | -1.1% | 10.9% | 0.8 | 4.5% | -1.3% | i | -11.2% | 3.5% | 0.8%&82.5% |
| O=C(O)c1ccccc1C(=O)N1CCN(c2ncccn2)CC1 | -8.3% | -9.1% | -0.2 | -2.5% | 5.7% | i | 10.6% | 0.3% | 0.0% |
| CCN(CC)C(=O)[C@H]1C[C@H](CC(=O)NCCCn2ccnc2)C(=O)N2CCc3c([nH]c4cc(-c5ccco5)ccc34)[C@]12C | -3.2% | -4.1% | 0.0 | 0.9% | -11.7% | i | -2.7% | 4.6% | 3.5% |
| COc1ccc(Cn2nnc3c(=O)[nH]c(C(=O)NCCc4ccc(F)cc4)nc32)cc1OC | 0.8% | -15.8% | -1.7 | 10.2% | -26.3% | i | -16.9% | 0.7% | 1.0% |
| CN(C(=O)COC(=O)CN1C(=O)C2CC=CCC2C1=O)c1ccccc1 (stereo not given) | -1.2% | -0.1% | -1.5 | 4.2% | 1.9% | i | 13.9% | -1.1% | 4.0% |
| CC(C)(C)C(=O)NN=C1CCC(c2ccccc2)CC1 (stereo not given) | 11.6% | 3.0% | 0.7 | -1.2% | 8.1% | i | ? | -0.1% | 6.5% |
| O=C(Cc1cccc(NC(=O)C2CCCN(C(=O)C3CCCC3)C2)c1)Nc1ccc(C(=O)N2CCOCC2)cc1 (stereo not given) | 4.4% | -28.0% | 0.6 | 9.0% | -20.8% | i | -8.1% | 0.3% | -2.7% |
| COc1cc(C(=O)NC(C)c2ccc(-n3ccnc3)cc2)cc(OC)c1C (stereo not given) | -5.1% | ? | 0.4 | 14.9% | -37.6% | i | 4.8% | 0.9% | -22.8% |
| CC1CCN(S(=O)(=O)c2ccc(S(=O)(=O)NCC3COCCO3)cc2)CC1 (stereo not given) | -0.5% | 0.2% | -3.9 | -1.5% | 4.9% | i | · | -0.1% | -3.5% |
| COc1ccc(S(=O)CC(=O)Nc2ccc(Cl)cc2Cl)cc1 (stereo not given) | 0.2% | -3.2% | 0.4 | 5.9% | -0.9% | i | -19.3% | 0.1% | -45.3% |
| CCS(=O)(=O)c1ccc2oc(SCC(=O)NCCc3ccccc3)nc2c1 | 3.0% | -2.0% | -4.4 | 6.0% | 11.5% | · | ? | 4.4% | 3.3% |
| CC(CCN1C(Nc2ccccc2)=NC[C@@H]1C)c1ccccc1 (stereo not given in full) | -5.3% | 10.4% | -3.6 | -2.3% | 1.7% | i | -0.1% | -0.1% | -3.4% |
| CCCN(C(=O)c1noc2c1COc1ccc(C)cc1-2)c1ccc(Cl)c(Cl)c1 | 1.3% | -6.1% | · | · | -35.5% | i | ? | -0.9% | 7.3% |
| COc1cccc(N(CC(=O)NC2CCCC2)C(=O)Cn2nnc(-c3ccc(C)cc3)n2)c1 | -2.9% | 0.9% | -1.2 | 7.2% | -22.7% | i | -19.5% | -0.2% | 8.7% |
| Cc1ccc(C(=O)OCC(=O)Nc2cc(S(C)(=O)=O)ccc2Cl)cc1S(=O)(=O)N1CCCCC1 | -2.9% | -9.2% | -2.2 | -8.4% | 1.6% | i | 14.4% | -0.7% | -5.4% |
| Nc1nnc(CCC2CCCCC2)s1 | 7.0% | 9.7% | 1.1 | 5.5% | -20.2% | i | 17.1% | 2.7% | 32.4%[activator] |
| O=C1CCCCCN1CP(=O)(O)CN1CCCCCC1=O | -7.7% | 0.3% | -0.3 | 12.3% | -1.1% | i | -4.9% | -0.9% | -5.1% |
| O=C(c1ccc(C(F)(F)F)cc1)N1CCC(=O)N([C@H](COCc2ccc(Cl)cc2)Cc2ccccc2)CC1 | · | · | -0.5 | 6.7% | · | ? | · | -0.1% | ? |
| O=C(Nc1ccccc1Br)N1CCN2CCCCC2C1 (stereo not given) | -8.9% | 11.9% | · | · | 7.9% | i | 17.2% | -0.7% | 14.6% |
| Cc1cc(C)c(NC(=O)Nc2ccc3snnc3c2)c(C)c1 | -14.6% | -0.6% | · | · | -21.1% | i | ? | -0.5% | 3.4% |
| CCC(C(=O)NCCN1CCN(C)CC1)n1c(C)c2cnn(-c3ccccc3)c(=O)c2c1C (stereo not given) | 3.8% | -0.2% | 0.1 | 8.7% | -2.4% | i | 17.4% | 2.0% | -3.1% |
| O=C(CN1CCCC1)Nc1c(Cl)cccc1Cl | -0.3% | 18.1% | -0.9 | 1.2% | -2.0% | i | -14.4% | 0.5% | -7.8% |
| O=C(COC(=O)c1cc([N+](=O)[O-])ccc1NCc1ccccc1Cl)NCC(F)(F)F | -0.7% | -22.7% | -4.1 | -3.4% | 0.6% | i | -0.5% | 0.4% | -8.0% |

Not a retest: two of the compounds above.
| smiles | A549 tox | TGFb SMAD3 inh | IL-2 act | EPAC2 agonist | HepG2 tox | ATXN viability | Nrf2 block | Nrf2 ARE act | ATXN2 expr inh |
| --- | --- | --- | --- | --- | --- | --- | --- | --- | --- |
| COC(=O)c1ccc(C2C(C(=O)c3ccc(C)o3)=C(O)C(=O)N2c2cc(C)on2)cc1 (stereo not given) | -18.1% | -5.1% | 0.1 | -11.3% | -10.4% | i | -20.0% | 2.1% | -8.6% |
| OC[C@@H]1CN(Cc2ccc(-c3ccccc3)cc2)C[C@H](n2cnc3c(NCc4ccc(F)cc4)ncnc32)O1 | · | ? | -0.8 | 6.8% | -16.4% | ? | · | 0.1% | ? |

Later entries.
| smiles | A549 tox | TGFb SMAD3 inh | IL-2 act | EPAC2 agonist | HepG2 tox | ATXN viability | Nrf2 block | Nrf2 ARE act | ATXN2 expr inh |
| --- | --- | --- | --- | --- | --- | --- | --- | --- | --- |
| CN(C)CCNC(=O)c1cccc2nc3c(ccc4ccccc43)nc12 | ? | ? | -5.8 | -7.1% | -67.2% | ? | ? | 19.6% | 0.0% |
| Fc1ccc(CN2C3=NCCN3c3ccccc32)cc1 | 1.5% | -0.7% | 3.4 | 1.4% | -53.3% | i | 17.2% | -0.3% | -20.0% |
| Cc1cccc(NC(=O)COc2ccc(Br)cc2/C=N/O)c1 | 2.6% | 0.0% | -0.7 | 22.4% | -55.2% | i | ? | 1.9% | 92.5%[activator] |
| CCOC(=O)N1CCN(C(=O)COc2ccccc2OC)CC1 | 0.2% | -9.9% | -0.5 | 8.3% | 1.9% | i | 5.1% | 0.2% | 1.9% |
| CCOc1ccc(NC(=O)C2CC=CCC2C(=O)O)cc1 (stereo not given) | -10.8% | ? | -2.4 | 2.9% | 0.7% | i | · | -0.3% | -2.7% |
| COc1ccc(Cn2cc(CN3CCS(=O)(=O)N(Cc4ccc(-c5cccc(Cl)c5)cc4)C(C)C3=O)nn2)cc1 (stereo not given) | -2.6% | ? | -0.9 | 4.2% | -12.2% | i | ? | 4.9% | -20.7% |
| COCCNC(=O)C1CCCN(C(=O)Cc2ccc(F)cc2)CC1 (stereo not given) | · | 30.9% | 0.0 | -4.1% | 19.5% | i | · | -0.1%[9.22 µM] | 16.5% |
| COc1ccc(-n2c(Cc3cccn3C)nnc2SCC(=O)Nc2cccc(C)c2C)cc1 | 2.6% | -2.5% | 1.2 | 13.4% | -13.7% | i | 9.8% | 3.6% | -1.1% |
| O=c1c2cc(N3CCOCC3)ccc2[nH]c(=S)n1CCCN1CCCC1 | -3.4% | -16.9% | -2.0 | -3.6% | 1.3% | i | 8.5% | -0.9% | -9.5% |
| CCOC(=O)c1[nH]c(CSc2nnc(-c3ccc(OC)cc3)o2)c(C(=O)OCC)c1C | -23.9% | 3.2% | -0.6 | 5.7% | -38.8% | i | -24.0% | 0.2% | -0.3% |
| COc1cccc(COc2cc3ccccc3nc2C)c1 | · | -14.8% | -2.2 | 25.4% | -26.9% | i | -14.9% | 5.6% | 27.6% |

Source: PubChem

The order is random; 4.3% or so of the library scored in one or more.
